Screening data (PubChem)
PLC-beta3 inh: inhibitors of human phospholipase C beta3; 370,000 tested, 0.18% active; AID 720704; Purified PLC-beta3, fluorogenic substrate, fluorescence; inhibition, % at 12.2 µM; in the data active = inhibition above about 11%;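 note: 0% = median of compound wells on plate and 100% = full blocker control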
hcDAF-12 act: H. contortus DAF-12 activation, primary screen; HEK293 hcDAF-12 lit1-tk-luc reporter, luminescence; 0% DMSO, 100% Δ7-dafachronic acid; activation, % at 6.8 µM; 370,000 tested, 1.4% active;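 active = activation above the mean of all tested compounds plus 3 SD, cut at about 5.5% in these data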;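 note: 100% = response to 3 µM Δ7-dafachronic acid high control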
ssDAF-12 act: activators of S. stercoralis DAF-12 nuclear receptor | HEK293 ssDAF-12/GRIP1 lit1-tk-luc reporter, luminescence; % of 3 µM dafachronic acid response | activation, % at 6.8 µM | 370,000 tested, 1% active;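 active = activation above the mean over all tested compounds plus 3 SD, cut at about 0.9% in these data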;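 note: 0% = DMSO-only wells and 100% = 3 µM delta7-dafachronic acid wells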
DAX1 inh-1: NR0B1 (DAX1) inhibition; P51843; HEK293 Gal4-DAX1 luciferase reporter, luminescence; inhibition, % at 6.75 µM; 340,000 tested, 0.99% active; AID 504766;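 active = inhibition above the mean over all tested compounds plus 3 SD, cut at about 4.2% in these data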;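 note: 0% = DAX1-transfected cells with DMSO and 100% = empty-vector control cells with DMSO; inhibition shows as a rise in luminescence from relieved DAX1 repression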
hgDAF12 agonist: hgDAF-12 agonism, primary luciferase screen. 370,000 tested, 1.8% active. AID 687014. activation, % at 6.8 µM. HEK293 GAL4-hgDAF12 UAS-luciferase reporter, agonist luminescence; normalized to butyrate control;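 active = activation above a cutoff set at the mean of all screened compounds plus 3 SD, cut at about 10% in these data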;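 note: 0% = DMSO wells and 100% = sodium butyrate wells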
NR1D1 modulator: Rev-erb alpha (human) modulation; P20393; Rev-erbα–FITC-DNA binding, fluorescence polarization, 90 min; activity, % at 10 µM; 370,000 tested, 0.79% active; AID 1259318;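 active = activity above about 14%, limit read from the data; passing the limit was not always enough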;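 note: 0% = DMSO wells with 35 nM protein and 100% = DMSO wells with 750 nM protein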
SMARCA2 act: activators of SMARCA2 function; MG213 cells, MMTV-luciferase reporter, dexamethasone, overnight; 370,000 tested, 1% active; activation, % at 9.1 µM; AID 652017; in the data active = activation above about 7.8%;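 note: 0% = vehicle wells and 100% = reference activator wells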
MBD2 inh: MBD2-methylated oligo binding inhibition | 370,000 tested, 0.31% active | TR-FRET, MBD2 binding to methylated oligonucleotide | inhibition, % at 4.4 µM | Q9UBB5; in the data active = inhibition above about 13%
PLC-gamma1 inh: blocks human PLC-gamma1 enzyme activity; P19174; 370,000 tested, 0.84% active; inhibition, % at 12.2 µM; purified PLC-gamma1, fluorogenic substrate, fluorescence; in the data active = inhibition above about 9.5%
Target sequence (P19174 whole entry, looked up): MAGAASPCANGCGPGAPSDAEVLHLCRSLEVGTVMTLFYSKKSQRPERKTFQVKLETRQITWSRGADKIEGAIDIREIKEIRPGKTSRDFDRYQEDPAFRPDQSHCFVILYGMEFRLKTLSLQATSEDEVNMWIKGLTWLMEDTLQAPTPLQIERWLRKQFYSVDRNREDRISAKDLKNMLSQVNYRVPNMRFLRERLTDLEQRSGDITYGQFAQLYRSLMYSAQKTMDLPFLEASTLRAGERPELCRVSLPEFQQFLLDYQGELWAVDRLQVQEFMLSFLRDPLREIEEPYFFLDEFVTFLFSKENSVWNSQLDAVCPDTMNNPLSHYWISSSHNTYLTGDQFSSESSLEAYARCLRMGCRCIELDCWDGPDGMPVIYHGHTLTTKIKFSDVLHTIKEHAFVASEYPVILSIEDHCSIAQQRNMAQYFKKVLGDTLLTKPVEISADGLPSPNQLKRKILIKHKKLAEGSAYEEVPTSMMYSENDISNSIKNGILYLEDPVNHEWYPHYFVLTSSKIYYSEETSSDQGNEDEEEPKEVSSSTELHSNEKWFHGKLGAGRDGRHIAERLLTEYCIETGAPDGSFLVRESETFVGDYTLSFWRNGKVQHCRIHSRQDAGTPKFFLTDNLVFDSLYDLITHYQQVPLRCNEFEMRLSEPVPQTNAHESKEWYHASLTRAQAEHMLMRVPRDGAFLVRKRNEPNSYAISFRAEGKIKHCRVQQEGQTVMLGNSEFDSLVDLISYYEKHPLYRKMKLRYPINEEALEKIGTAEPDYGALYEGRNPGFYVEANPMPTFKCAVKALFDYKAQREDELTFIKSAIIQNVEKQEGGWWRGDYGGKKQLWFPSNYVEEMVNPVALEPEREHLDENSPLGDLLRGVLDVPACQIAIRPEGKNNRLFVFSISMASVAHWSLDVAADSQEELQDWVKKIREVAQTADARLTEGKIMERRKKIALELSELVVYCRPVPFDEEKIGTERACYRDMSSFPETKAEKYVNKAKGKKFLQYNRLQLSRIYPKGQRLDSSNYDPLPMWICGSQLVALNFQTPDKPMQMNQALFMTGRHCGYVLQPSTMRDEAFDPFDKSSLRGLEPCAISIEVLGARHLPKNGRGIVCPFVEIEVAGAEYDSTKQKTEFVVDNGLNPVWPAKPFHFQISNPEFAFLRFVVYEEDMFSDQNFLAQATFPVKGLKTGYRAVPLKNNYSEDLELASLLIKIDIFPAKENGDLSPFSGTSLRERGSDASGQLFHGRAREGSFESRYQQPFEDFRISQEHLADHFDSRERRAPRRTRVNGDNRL
DAX1 inh-2: blocks DAX1 repression of SF-1 activated StAR promoter | HEK293T StAR-luciferase reporter, SF-1/DAX-1 repression relief | inhibition, % at 6.8 µM | 370,000 tested, 1.1% active | AID 652010;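 active = inhibition above the mean over all tested compounds plus 3 SD, cut at about 3.6% in these data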;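 note: 0% = DAX-1 cells with DMSO and 100% = cells lacking DAX-1 with DMSO; higher inhibition means more luminescence from relief of DAX-1 repression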
ADAM17 inh: inhibitors of human ADAM17 | P78536 | inhibition, % at 6.95 µM | AID 720648 | recombinant ADAM17, EDANS/DABCYL FRET peptide cleavage | 370,000 tested, 0.83% active;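 active = inhibition above the mean of compounds lying between control limits plus 3 SD, set per campaign, cut at about 8.5% in these data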;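 note: 0% = DMSO-only wells as the low control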
Active calls of the source: *; i = inactive; nt = not tested or not shown.

SMILES	PLC-beta3 inh	hcDAF-12 act	ssDAF-12 act	DAX1 inh-1	hgDAF12 agonist	NR1D1 modulator	SMARCA2 act	MBD2 inh	PLC-gamma1 inh	DAX1 inh-2	ADAM17 inh
O=[N+]([O-])c1ccc(CN2CCOCCOCCOCC2)cc1	-1	-0.3	-0.7	0.8	0.4	-7	0	-3	1	0.4	-3
CN1CCN(C(=O)C2=C[C@@H](c3ccc4c(c3)OCO4)C[C@@H](OCc3ccc(CO)cc3)O2)CC1	0	-0.2	-1.4	1.8	-0.7	-2	1	-4	0	-0.4	-1
CC1CC(C)(C)CC2(C1)NC(=O)N(CC(=O)Nc1ccc3c(c1)OCO3)C2=O (stereo unspecified)	-3	0.7	-1.6	1.5	-0.4	2	-3	-2	3	1.4	-4
COc1ccc(COCC(O)CN2CCC(C(N)=O)CC2)cc1 (stereo unspecified)	0	0.3	-1.4	0.8	2.1	-2	-3	-4	5	-0.4	5
Cn1c(CSCc2ccc(F)cc2)nnc1SCC(=O)Nc1cccc(C(=O)O)c1	-5	0.1	-1.2	-0.9	-0.1	6	2	2	2	0.3	-2
O=c1[nH]c(NCCO)nnc1Cc1ccc(Cl)cc1	0	0.4	-1.2	0.0	-1.4	-7	-2	3	0	-0.3	-2
CCc1nc2c(OCc3ccc(C(F)(F)F)cc3)cccn2c1N(C)C(=O)C(C)C	5	-2.8	-1.5	nt	-3.9	-6	1	-2	-1	-1.1	1
Cc1ccccc1NC(=O)CN1C(=O)c2cccnc2Oc2ccc(Cl)cc21	-7	-0.4	-1.1	0.2	0.8	-1	-1	-3	-1	1.0	-4
CCN1CCN(Cc2ccc(NC(=O)c3ccc(C)c(NC(=O)c4ccnnc4)c3)cc2C(F)(F)F)CC1	-3	-1.8	-1.5	0.8	2.1	5	0	-1	2	0.8	-1
Cc1ccc2nc(NC(=O)CSCc3ccccc3)sc2c1	0	0.8	-0.7	-0.1	1.3	-5	-2	-5	0	0.4	1
CC12C(=O)N(Cc3ccco3)C(=O)C1C1c3ccccc3C2c2ccccc21 (stereo unspecified)	0	0.8	-1.5	0.1	-2.2	-1	-3	5	1	-0.3	-3
CC1CCCN(C(=O)COc2ccc(Nc3ccccc3)cc2)C1 (stereo unspecified)	-9	-1.7	-2.2	1.8	-1.0	-1	-3	-2	-1	-1.2	0
O=C(N/N=C/c1ccc(-c2cccc([N+](=O)[O-])c2)o1)c1ccc([N+](=O)[O-])cc1	-1	-1.9	-0.6	0.9	-0.6	-10	-3	-2	0	-1.1	-4
CC(C)(C)C(=O)NC(NC(=O)C(C)(C)C)c1ccc([N+](=O)[O-])cc1	1	-1.0	-1.0	-0.5	-0.2	2	-4	-8	-1	-0.4	-5
CC(C)(O)C#Cc1ccc(CN2CCN(Cc3ccccc3)C(CCO)C2)s1 (stereo unspecified)	-7	0.6	-1.7	-0.3	1.0	7	-1	3	0	0.3	-6
CCn1c(Nc2ccccc2Cl)nc2ccccc21	2	0.4	-1.6	nt	0.0	1	0	5	0	-0.8	0
CCOc1ccc(N(CC(=O)NCCc2ccccc2)C(=O)CCC(=O)Nc2nccs2)cc1	-6	-0.9	-0.9	1.6	-1.3	6	-2	3	-2	0.2	-3
O=C(O)c1cc(-c2ccccc2Cl)n(-c2ccccc2)n1	-2	0.8	-1.4	0.6	-2.0	-7	1	6	-1	-0.3	-2
Cc1ccc(NC(=O)Nc2c(C)n(C)n(-c3ccccc3)c2=O)cc1	-8	-0.3	-1.0	2.5	0.8	-1	-2	3	-2	0.2	-7
C=C1CCN([C@@H](C)C(=O)NCCCCCC)S(=O)(=O)c2ccccc21	-3	-1.0	-1.4	0.4	0.3	-2	2	2	0	-0.4	-5
O=C(COC(=O)c1ccc(Br)o1)NCC1CCCO1 (stereo unspecified)	-5	1.2	-0.6	0.7	0.8	-3	-4	1	0	-0.2	-1
CCOC(=O)N1CCC2CC1c1cc(Cl)ccc12 (stereo unspecified)	-2	-2.8	-0.9	0.7	-0.1	2	-2	1	-1	1.1	-4
Cc1cc(N2CCN(C(=O)OC(C)(C)C)C[C@H]2C)ccc1N1CCN(Cc2ccccc2)[C@H](C)C1	-3	1.5	-0.7	nt	-1.0	-4	-2	0	2	-2.1	-1
COCCN1C(=O)N[C@@H](c2ccccc2)[C@@H](C(=O)OC)[C@H]1C	4	-0.9	-1.1	-0.2	-0.8	-3	0	1	2	-0.1	0
O=C(c1ccc(Cl)cc1)C1CCN(C(=O)c2ccccc2)CC1	-5	-0.2	-1.8	-1.1	-1.0	-5	0	1	1	-0.2	0
Cc1cccc(OCc2nnc(SCC(=O)OC3CCCCC3)o2)c1	5	-0.1	-0.5	0.1	2.0	5	-3	3	1	0.2	8
CCCCN(C)C(=O)C1CCCN(S(=O)(=O)c2ccc3c(c2)CC(C)N3C(=O)C2CC2)C1 (stereo unspecified)	-3	-1.3	-1.3	0.2	-1.1	3	-1	1	1	-0.6	-1
O=C(CSc1nc2[nH]ncc2c(=O)n1-c1ccccc1)c1ccc2c(c1)OCCO2	1	-1.4	-1.6	-1.3	-6.0	-3	1	-4	3	-2.1	4
O=C(NC1CC1)c1ccc(S(=O)(=O)NC2CCCCCC2)cc1	2	-0.9	-1.7	-0.3	0.0	1	-4	4	2	-1.3	-3
CCOC(=O)c1c(NC(=O)c2ccc(S(=O)(=O)N(C)CC3CCCO3)cc2)sc2c1CCN(C)C2 (stereo unspecified)	-160	-0.8	-1.1	0.1	0.0	1	0	9	-154	-1.4	-6

2 entries from above in another layout:
Values run as follows: PLC-beta3 inh, hcDAF-12 act, ssDAF-12 act, DAX1 inh-1, hgDAF12 agonist, NR1D1 modulator, SMARCA2 act, MBD2 inh, PLC-gamma1 inh, DAX1 inh-2, ADAM17 inh
> COCCN1C(=O)N[C@@H](c2ccccc2)[C@@H](C(=O)OC)[C@H]1C
 : 4, -0.9, -1.1, -0.2, -0.8, -3, 0, 1, 2, -0.1, 0
> O=C(c1ccc(Cl)cc1)C1CCN(C(=O)c2ccccc2)CC1
 : -5, -0.2, -1.8, -1.1, -1.0, -5, 0, 1, 1, -0.2, 0

Continuation.
SMILES	PLC-beta3 inh	hcDAF-12 act	ssDAF-12 act	DAX1 inh-1	hgDAF12 agonist	NR1D1 modulator	SMARCA2 act	MBD2 inh	PLC-gamma1 inh	DAX1 inh-2	ADAM17 inh
O=C(c1ccc2c(c1)OCO2)N1CCC(Cc2ccccc2)CC1	-13	-1.4	-1.6	2.9	3.1	0	-1	10	2	-0.1	-5
COC(=O)c1cc(C(c2ccccc2O)C2CCCO2)n2cccc(C(C)(C)C)c12 (stereo unspecified)	-135	-3.6	-0.2	nt	2.4	-10	0	4	-110	-1.6	-66
O=C(Cc1ccccc1[N+](=O)[O-])OCC(=O)c1ccccc1Br	-2	-0.1	-0.5	-0.8	2.3	6	0	7	3	0.4	-5
O=C(NC(Cc1ccccc1)C(=O)O)c1ccc(S(=O)(=O)N2CCCCC2)cc1 (stereo unspecified)	3	-1.8	-1.5	-0.3	-1.2	-3	-5	6	1	0.3	-4
Cc1nc(N2CCC(C(N)=O)CC2)c2nnn(Cc3ccccc3)c2n1	3	-0.3	-1.3	-0.6	2.8	2	0	6	-1	1.3	-3
O=C(O)CCNS(=O)(=O)c1ccccc1C(F)(F)F	-5	-0.7	-1.2	0.5	-0.2	1	-2	2	0	0.3	-5
O=C(Nc1ccc(Oc2ccc(NC(=O)C3CCCO3)cc2)cc1)C1CCCO1 (stereo unspecified)	2	-1.4	-1.3	-0.4	-1.6	-1	0	-2	2	0.3	1
Cc1onc(-c2c(Cl)cccc2Cl)c1C(=O)N1C=CC(C(F)(F)F)=NCC1	-2	-0.5	-1.2	0.2	2.7	-4	0	4	-2	0.6	-2
C[C@H](NC(=O)Cc1cccc2ccccc12)C(=O)N1CCOCC1	1	-0.8	-1.2	1.4	1.1	-3	-1	4	0	-0.9	-1
COc1ccc(NC(=O)c2ccccc2N(Cc2ccccc2)S(C)(=O)=O)cc1	-3	-1.1	-1.3	2.7	-1.7	-4	1	1	1	0.5	1
COCCN1CCCC(CNCc2cn(C)nc2-c2ccc(Oc3ccccc3)cc2)C1 (stereo unspecified)	2	-0.1	-0.7	-1.3	-0.6	3	1	3	4	1.2	2
CCCCn1c(N)c(N(CCOC)C(=O)CCC2CCCCC2)c(=O)[nH]c1=O	-3	-0.6	-1.8	-0.2	0.0	3	1	0	-3	0.5	-3
Cc1cc(=O)n2nc(N3CCCC(C(=O)NCc4ccccc4C)C3)sc2n1 (stereo unspecified)	2	-2.1	-0.9	0.7	-2.2	5	-2	0	-2	-1.1	-1
CN(C(=O)C(C)(C)C)[C@H]1C[C@H]2c3[nH]c4ccccc4c3CCN2C(=O)[C@H]1CO	i	-1.0	-1.4	-0.2	2.0	3	-2	1	-497	0.7	-403
Cc1c(C(=O)O)oc2ccc(S(=O)(=O)N3CC(C)CC(C)C3)cc12 (stereo unspecified)	-1	0.3	-0.9	-0.1	-1.1	-4	0	0	1	0.1	-3
CCOc1c(Br)cc(C2CC(=O)Nc3cc(OC)c(OC)cc32)cc1OC (stereo unspecified)	-5	-1.6	-2.0	0.6	-4.1	-2	2	-4	0	-0.3	1
COCC1CCN(C(=O)c2ccc3oc(CCCc4ccccc4)nc3c2)C1 (stereo unspecified)	-3	-0.2	-0.3	1.7	6.3	-2	1	4	0	3.3	0
COc1cc(CCC(=O)Nc2ccc(S(=O)(=O)N3CCCC3)cc2)cc(OC)c1OC	-8	-1.4	-1.4	1.4	0.2	-6	1	-2	-1	0.1	2
Cc1ccccc1-c1nc2cc(Cl)ccc2c(=O)o1	-12	2.3	-1.0	-0.8	-1.6	5	-2	-1	1	-0.1	0
CCCCC(Br)C(=O)Nc1ccc(S(=O)(=O)Nc2cc(C)nc(C)n2)cc1 (stereo unspecified)	-2	-0.1	-1.6	-0.7	-0.9	-2	3	0	5	0.1	-1
CC1CCN(C(=O)c2ccc(S(=O)(=O)N3CCCC3)cc2)CC1	-8	-1.3	-1.2	0.1	1.6	7	-1	2	2	0.5	-8
COc1ccc2nc(SC(C)C(=O)NC3(C#N)CCCCC3)[nH]c2c1 (stereo unspecified)	-2	-1.6	-1.2	-0.2	-1.5	1	-3	-6	0	-1.8	-1
Cc1oc(C(C)(C)C)cc1C(=O)N1CCN(c2ncccc2C(F)(F)F)CC1	-5	-1.5	-1.1	-0.2	-0.3	-2	-3	5	3	0.2	-5
CCOc1ccc(NC(=O)CSc2nnc(C)n2C2CC2)cc1S(=O)(=O)N1CCCC1	5	-0.2	-1.2	0.5	-0.2	-7	-1	2	5	0.8	1
COCCNC(=O)C1(C)CCCN(Cc2cc(C)ccc2C)C1 (stereo unspecified)	5	0.5	0.2	nt	-0.9	-8	-3	-4	4	-0.3	2
Cc1cc(C)c2cc(C#N)c(NCCCNC(=O)c3ccncc3)nc2c1	-110	-1.7	-0.8	-0.7	-0.1	9	1	-4	-83	-0.3	-62
N#Cc1cc2c(=O)n3ccccc3nc2n(Cc2ccco2)c1=NC(=O)c1ccco1	i	1.1	-1.0	-0.2	2.3	-14	3	4	i	-0.6	i
CC(C)(C)OC(=O)CNC(=O)c1nc[nH]c1C(=O)N1CCNCC1	6	-0.9	-0.9	0.9	0.9	-1	0	-2	3	0.6	-2
Cc1sc2nc(CN3CCOCC3)[nH]c(=S)c2c1C	-6	0.2	-1.0	1.4	-0.1	5	-2	2	-4	-0.3	-1
